Screening results as filed in PubChem BioAssay.
NTR1 agonist = agonists of NTR1, primary screen, imaging, U2OS cells, beta-arrestin-GFP, high content (AID 493036) | Neurotensin receptor type 1 (Homo sapiens), P30989 | NTR1-U2OS beta-arrestin-GFP spot imaging, agonist mode | activation, % at 20 µM | hit rate 0.17% among 330,000;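 active = activation at or above 40% of the spot to cytoplasm intensity ratio, with at least 20 cells analyzed; inconclusive = wells under 20 cells, flagged as cytotoxic or low count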;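 note: 0% = DMSO without peptide and 100% = 100 nM NTR1 peptide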
Target sequence (P30989 whole entry, looked up): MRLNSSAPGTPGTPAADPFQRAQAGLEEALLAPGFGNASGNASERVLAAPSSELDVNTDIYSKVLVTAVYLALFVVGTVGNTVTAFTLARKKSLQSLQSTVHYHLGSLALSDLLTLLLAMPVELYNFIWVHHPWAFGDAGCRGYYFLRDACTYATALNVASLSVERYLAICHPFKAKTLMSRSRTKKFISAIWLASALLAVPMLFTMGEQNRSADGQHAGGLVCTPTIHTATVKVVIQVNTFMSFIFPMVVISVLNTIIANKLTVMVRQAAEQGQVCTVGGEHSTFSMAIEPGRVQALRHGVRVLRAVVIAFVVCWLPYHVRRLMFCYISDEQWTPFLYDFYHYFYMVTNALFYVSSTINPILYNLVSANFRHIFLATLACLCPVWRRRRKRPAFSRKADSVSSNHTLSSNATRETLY
T cell modulator = modulators of CD8 T cell-vesicle binding, primary screen, mouse 2C CD8+ T cells, flow cytometry; 2C CD8+ T cell-vesicle binding; active compounds read low; calls only at 7 µM; hit rate 0.068% among 330,000;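 active = response, share of CD8 T cells binding vesicles, and their 90th percentile fluorescence all below set limits, cut at about 80% in these data, passing the limit was not always enough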
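incubation = binding step 1.5 h, 37 °C, antibody labelling 20 min, ice | test system = 2C mouse CD8+ T cells | read-out basis = percent CD8+ FL2 mean versus row control | controls = Peptide-free naked vesicles (low) and QL9 vesicles with 0.7% DMSO vehicle (high) | detection = flow cytometry of vesicle-bound cells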
Rac1 GTP hydrolysis = MgcRacGAP GTPase-activating activity inhibitors, confirmation, biochemical, ADP Hunter fluorescence. inhibition, % at 30 µM; hits with a dose series show IC50 in µM. Rac GTPase-activating protein 1 (Homo sapiens). hit rate 0.6% among 340,000. MgcRacGAP-stimulated Rac1 GTP hydrolysis, ADP Hunter fluorescence; higher % means a stronger effect; GST-tagged Rac1 F28L mutant substrate. AID 624330, 2012;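 active = first-screen hits whose inhibition reached a set limit at any dose in the follow-up dose series; inconclusive = inhibition above the set first-screen limit but never retested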;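 note: fluorescence reports GDP produced by GAP-driven GTP hydrolysis; strong numbers were not always called active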
LYP phosphatase = inhibitors of LYP phosphatase, biochemical, fluorescence intensity, uHTS (AID 1779); Tyrosine-protein phosphatase non-receptor type 22 (Homo sapiens); recombinant LYP phosphatase, fluorescence intensity; higher % means a stronger effect; inhibition, % at 11.5 µM; hits with a dose series show IC50 in µM; hit rate 0.054% among 290,000; in the data active = inhibition above about 50%;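 note: plate controls were vehicle with enzyme for no effect and no enzyme for full effect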
GPR55 activation = GPR55 agonists via beta-arrestin recruitment, primary screen, imaging, U2OS cells, beta-arrestin-GFP redistribution (AID 1961) | hit rate 0.048% among 290,000 | U2OS GPR55 beta-arrestin-GFP redistribution imaging; higher % means a stronger effect | G-protein coupled receptor 55 (Homo sapiens) | one-dose activation, % at 10 µM; EC50 in µM for titrated hits;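 active = activation above 40% with more than 50 cells counted in the well; inconclusive = wells holding fewer than 50 cells, flagged as toxic or sparse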;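 note: U2OS osteosarcoma cells stably expressing GPR55 and beta-arrestin-GFP; plate controls were DMSO negative control for no effect and LPI positive control for full effect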
GPR35 arrestin U2OS = GPR35 antagonists blocking zaprinast-driven arrestin recruitment, primary screen, imaging, U2OS, beta-arrestin-GFP, zaprinast agonist (AID 2058); U2OS GPR35 beta-arrestin-GFP translocation imaging, zaprinast antagonism; higher % means a stronger effect; G-protein coupled receptor 35 (Homo sapiens); one-dose inhibition, % at 10 µM; IC50 in µM for titrated hits; hit rate 0.052% among 290,000;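 active = inhibition of at least 50% with at least 30 cells and total cytoplasm GFP at most 10,000,000; inconclusive = under 30 cells or total GFP of 10,000,000 plus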
Large T inhibition = SV40 large T antigen inhibitors, biochemical (AID 1903); SV40 large T antigen ATPase/helicase inhibition assay; higher % means a stronger effect; one-dose inhibition, % at 20 µM; IC50 in µM for titrated hits; hit rate 0.39% among 310,000; in the data active = a potency from the dose series; inconclusive = inhibition mostly from about 32% at the one dose, without a potency; inactive = the rest, 99 in 100 with inhibition below about 32%; note: strong numbers were not always called active
Hep lipid drop = inhibitors of hepatocyte lipid droplet formation, primary screen, imaging, high-throughput imaging, BODIPY stain; AML12 mouse hepatocytes, oleate lipid droplets; inhibition, % at 6.5 µM; hit rate 0.4% among 240,000; AID 1656, 2009;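 active = lipid droplet intensity inhibited by at least 50%, with more than 500 cells counted; inconclusive = wells with under 300 cells, treated as cytotoxic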
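material = mouse AML12 hepatocyte cell line, fixed after treatment | also added = 100 µM oleic acid challenge | doses = compound at 6.5 µM only | schedule = overnight exposure | technique = Image-based BODIPY and DAPI two-channel analysis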
GPR55 antagonists = GPR55 antagonists blocking LPI-driven arrestin recruitment, primary screen, imaging, U2OS, beta-arrestin-GFP, LPI agonist (AID 2013) | hit rate 0.13% among 290,000 | one-dose inhibition, % at 10 µM; IC50 in µM for titrated hits | U2OS GPR55 beta-arrestin-GFP translocation imaging, LPI antagonism; higher % means a stronger effect;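 active = spots per cell inhibited over 60%, with over 100 cells counted and total cytoplasm intensity under 500,000; inconclusive = wells with under 100 cells, flagged as likely toxic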;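 note: U2OS cells stably carrying GPR55 and arrestin-GFP stimulated by 5 µM LPI near EC80; imaged beta-arrestin-GFP aggregate spots per cell after agonist stimulation; plate controls were LPI-stimulated DMSO wells for no effect and DMSO wells without LPI for full effect; some results filed as inactive read as strong as hits; confirmed hits need IC50 under 10 µM and bright autofluorescent wells are also inconclusive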
Hep lipid drop cells 6.5 µM = further read-out of Hep lipid drop, marked with its call; cell count; measured here: cell count, cytotoxicity flag;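 cells counted across two imaged fields per well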
T cell modulator vesicle-bound % = recorded beside T cell modulator, whose call it bears; double positive events, %; measured here: CD8+ vesicle-bound cell fraction;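 binding gate set so that unloaded-vesicle control wells show 10% double positive cells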
NTR1 agonist cell count 20 µM = further read-out of NTR1 agonist, marked with its call; cell count; measured here: cell count, cytotoxicity flag
Active calls of the source: *; i = inactive; ? = inconclusive; . = not tested or not shown.

SMILES	NTR1 agonist	NTR1 agonist cell count 20 µM	T cell modulator	T cell modulator vesicle-bound %	Rac1 GTP hydrolysis	LYP phosphatase	GPR55 activation	GPR35 arrestin U2OS	Large T inhibition	Hep lipid drop	Hep lipid drop cells 6.5 µM	GPR55 antagonists
CCN1CCN(Cc2c(C(=O)N/N=C(\C)c3ccc(Cl)cc3)nnn2-c2nonc2N)CC1	-1.0	51	i	23	10%	-13%	0.3%	-3%	7%	8	729	2%
O=Cc1c(-c2ccccc2)nc2ccccn12	0.4	38	i	6	11%	-2%	-0.3%	2%	4%	12	672	22%
CCOCC(=O)Nc1c(C)n(C)n(-c2ccccc2)c1=O	-0.5	89	i	41	.	-9%	-0.1%	-5%	12%	3	706	4%
CC1(C)Cc2c(sc3[nH]c(=S)n(Cc4ccco4)c(=O)c23)CO1	1.9	45	i	67	?	1%	0.0%	10%	38%	13	616	10%
O=c1nccc(N/N=C/c2ccccc2)[nH]1	1.4	87	i	29	11%	-5%	0.0%	7%	3%	.	.	9%
Cc1ccc(S(=O)(=O)c2ccc(Cl)cc2)cc1S(=O)(=O)N1CCOCC1	0.9	83	i	45	10%	-10%	0.2%	-1%	5%	.	.	7%
CN(C)c1ccc(N/C(=N\S(=O)(=O)c2cccs2)c2ccccc2)cc1	-1.3	88	i	63	27%	2%	-0.2%	4%	18%	-4	691	-3%
Cc1ncoc1C(=O)Nc1ccccc1-c1ccccc1	0.3	76	i	25	9%	-5%	0.0%	4%	2%	.	.	23%
O=C(N/N=C/c1ccccc1[N+](=O)[O-])c1ccc2c(c1)OCCO2	1.2	55	i	11	11%	-5%	-0.1%	3%	13%	-6	651	0%
CC(=O)Nc1ccc(NC(=O)c2ccnn2C)cc1	-0.6	48	i	16	4%	.	.	.	14%	.	.	.
O=C(Nc1ccccc1)c1ccncc1	-0.2	84	i	20	4%	1%	-0.1%	12%	-2%	3	643	-5%
O=C(Nc1ccc2c(c1)OCO2)c1cccc2c1C(=O)N(Cc1cccnc1)C2	-3.4	64	i	41	0%	-5%	-0.1%	-20%	3%	-4	789	-5%
O=C(NCC1CCCCC1)c1cccnc1	0.3	66	i	29	8%	-7%	-0.2%	-6%	11%	2	834	5%
CCOc1cc(/C=N/Nc2ncnc(Cl)c2N)ccc1O	-0.5	57	i	31	25µM*	-3%	-0.4%	-16%	6.1µM*	-4	683	3%
Cc1cccc(N(CC(=O)NCCSCc2ccccc2)S(C)(=O)=O)c1	-0.3	41	i	50	4%	-1%	0.0%	2%	17%	0	706	-5%
O=C(NCc1ccccc1)c1cc(S(=O)(=O)N2CCOCC2)ccc1F	0.3	33	i	59	1%	-1%	0.2%	-14%	8%	-2	752	4%
Cc1nc2c(sc3nc(N4CCOCC4)c4c(c32)CC(C)(C)OC4)c(-c2ccccc2)c1C(=O)O	4.8	57	i	29	14%	2%	0.2%	-6%	16%	3	715	8%
CC1CCCC(C)N1S(=O)(=O)c1ccc(NC(=O)CNCC2CCCO2)cc1 (stereo not given)	1.5	64	i	11	13%	-11%	0.7%	10%	19%	.	.	2%
CN(C(=O)COC(=O)c1cccc(F)c1)c1ccccc1	-1.2	33	i	47	-2%	-9%	0.2%	20%	8%	-3	809	0%
Cc1c(F)cccc1NC(=O)c1ccc2c(c1)CCN2S(C)(=O)=O	0.3	54	i	62	1%	-7%	-0.1%	11%	5%	-7	834	8%
CCCNC(=O)Cn1nc(C(F)(F)F)c2c1CCCC2	-0.8	57	i	22	5%	-7%	-0.1%	2%	0%	-15	718	15%
CCc1ccc(NC(=O)CCC(=O)N2CCSc3ccccc32)cc1	-3.3	56	i	61	-4%	-4%	-0.3%	3%	.	-6	799	-3%
Cc1ccc(C(=O)Nc2ncccc2O)o1	-0.7	45	i	36	-2%	.	.	.	19%	.	.	.
O=C1c2cccc3cccc(c23)C(=O)N1c1ccncc1	1.2	43	i	17	7%	0%	0.3%	-13%	3%	6	689	2%
O=C(COc1ccc2ccccc2c1)N1CCCC1	-1.1	95	i	12	7%	1%	0.3%	10%	10%	-3	696	-6%
NS(=O)(=O)c1cccc(NC(=O)Cc2ccc(Cl)c(Cl)c2)c1	0.0	60	i	11	-4%	-3%	1.1%	-2%	12%	-19	667	-15%
CCOC(=O)/C(=C/c1c(C)n(C)c2ccc([N+](=O)[O-])cc12)C(C)=O	9.6	77	i	55	14%	-1%	-0.2%	-9%	9%	-2	733	3%
Cc1ccc(C(=O)Oc2cc(-c3ccccc3)no2)cc1	-0.8	55	i	53	4%	-6%	0.6%	4%	5%	16	791	-1%
NC(=O)c1c(N)sc(=S)n1-c1ccccc1	-1.1	60	i	56	2%	-2%	0.2%	-20%	18%	2	754	10%
CC(=O)N1CCN(c2ccc(NC(=O)c3ccc(Cl)cc3)cc2)CC1	1.3	74	i	45	4%	-5%	0.5%	-7%	3%	.	.	10%
O=C(Nc1ccc2c(c1)OCO2)C1CCCN(S(=O)(=O)Cc2ccccc2)C1 (stereo not given)	1.8	63	i	56	0%	-7%	0.3%	15%	6%	-9	768	8%
CCOc1cccc(-c2c(C(=O)N/N=C(\C)c3cccnc3)nnn2-c2nonc2N)c1	0.7	72	i	57	5%	-2%	0.0%	-7%	14%	-40	686	-7%
COc1ccc(NC(=O)CN(c2ccc(F)cc2)S(=O)(=O)c2ccccc2)c(OC)c1	4.4	49	i	55	10%	-6%	-0.2%	-22%	12%	-27	824	18%
O=C(c1cccc(F)c1)N1CCC(N2CCCCCC2)CC1	-0.6	49	i	42	27%	-2%	0.3%	-12%	8%	.	.	11%
COc1ccc(OCC(=O)Nc2ccc(NC(=O)c3ccco3)cc2)cc1	-0.2	65	i	32	8%	-3%	0.2%	15%	10%	2	804	1%
C/C(=N\NC(=O)c1nnn(-c2nonc2N)c1CN(C)c1ccccc1)c1cccnc1	-0.7	57	i	8	0%	-3%	0.3%	52%	6%	-2	769	4%
CCOc1ccccc1N1CN(CC)CNC1=S	1.4	34	i	24	8%	0%	0.0%	-3%	2%	.	.	-1%
CCCC/C(O)=C1\C(=O)CC(C)(C)CC1=NCCCCCC(=O)O	0.2	34	i	4	5%	-5%	-0.2%	-9%	-2%	-2	675	11%
Cc1ccc(C(=O)Nc2ccc(C(=O)NCC3CCCO3)cc2)cc1 (stereo not given)	0.2	56	i	49	3%	-2%	0.7%	-8%	9%	-1	837	7%
Cc1cc2ccccc2n1CCNC(=O)C1CCCC1	0.8	63	i	64	6%	-3%	-0.1%	4%	26%	.	.	10%
O=C(CN(C(=O)CNC(=O)c1cccs1)c1cccc(F)c1)NC1CCCCC1	0.5	53	i	13	-1%	4%	-0.3%	8%	1%	-5	802	-5%
CCOC(=O)C1=C(C)OC(N)=C(C#N)C1c1ccc(C)o1 (stereo not given)	-0.1	59	i	23	-4%	-8%	0.3%	11%	-2%	12	796	-2%
Cc1ccc(C)c(OCC(=O)N(Cc2nnc(-c3ccccc3Cl)o2)C2CC2)c1	0.1	53	i	42	7%	.	.	.	11%	.	.	.
Cc1c(C(C)(C)O)[nH]c2ccc(C#N)cc12	-0.8	78	i	60	4%	1%	-0.2%	0%	1%	4	815	-6%
CC1CCN(C(=O)CCc2nnc3ccc(NCc4ccco4)nn23)CC1	1.2	55	i	9	11%	-6%	-0.3%	6%	14%	3	684	14%
CCCNC(=O)c1ccc2c(=O)c(O)c(-c3ccc(OC)cc3)[nH]c2c1	-5.1	54	i	22	12%	-5%	-0.2%	-4%	5%	.	.	1%
N=c1n(N)c2ccccc2n1CC(=O)c1ccc(Br)cc1	-0.4	63	i	13	11%	-14%	-0.1%	-5%	17%	-22	743	0%
O=C(Cn1nnc(-c2ccccc2F)n1)OCC(=O)c1ccccc1	3.0	38	i	51	-1%	-5%	-0.1%	12%	1%	-6	712	2%
NC(=O)CSc1nc2ccccc2n1Cc1ccccc1F	0.7	78	i	36	3%	1%	0.0%	2%	4%	7	749	-2%
Cc1cccc(C)c1OC(=O)CN1C(=O)c2ccccc2C1=O	-0.3	54	i	54	-3%	-7%	0.3%	0%	4%	-1	833	-12%
CCN1/C(=C\c2ccc3cc(C)ccc3[n+]2CC)Sc2cc(C)c(C)cc21	.	.	.	.	6%	-17%	0.2%	?	34%	-30	676	?
COc1cc(OC)c(CN2CCN(c3ccc(F)cc3)CC2)cc1Br	4.1	70	i	26	11%	-4%	-0.1%	6%	10%	.	.	10%
O=C(CSc1nncs1)Nc1ccc(S(=O)(=O)N2CCCC2)cc1	4.9	58	i	20	6%	-2%	0.4%	-4%	1%	1	655	-10%
Cc1nc2ccccc2n1CCC(=O)Nc1cccc(F)c1	-0.6	57	i	33	0%	0%	-0.1%	14%	-1%	22	788	-5%
O=C(NC(NCc1cccnc1)C(Cl)(Cl)Cl)c1cccc2ccccc12 (stereo not given)	4.2	60	i	45	9%	-1%	-0.3%	8%	0%	-4	607	6%
C#CCOCCOCCOCCNc1nc(N2CCN(C(=O)CCCCCCCCCCNC(=O)Cn3cc(CCCCCN)nn3)CC2)nc(N2CCN(C(=O)CCCCCCCCCCNC(=O)[C@H](CO)n3cc(CCCSC)nn3)CC2)n1	0.4	61	i	21	?	.	.	.	10%	.	.	.
Cc1cccc(C(=O)Nc2ccc3c(c2)C(=O)N(CC(C)C)C3=O)c1	-0.9	51	i	28	7%	-7%	0.5%	2%	7%	16	665	-4%
